Cardio protect: myocardial damage modulation in H9c2 cells; H9c2 cardiomyocytes, H2O2 injury protection, ATPLite, 2 h; protection from H2O2 cell death, % at 20 µM; 0.63% of 360,000 active; AID 588492;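 active = compounds giving at least 50% protection of heart cells from peroxide-induced death in the single-dose screen, raw or plate-pattern-corrected value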;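 also: 0% = DMSO wells with peroxide and 100% = DMSO wells without peroxide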
Exocytosis inh: lytic granule exocytosis inhibition. inhibition, % at 10 µM. TALL-104 LAMP-1 surface exposure, flow cytometry; cells stimulated with thapsigargin and PMA. 0.66% of 360,000 active;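 active = inhibition above about 55%, limit read from the data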
hiPSC survival: enhancers of human iPSC single-cell survival; 0.044% of 360,000 active; AID 602274; survival enhancement, % at 20 µM; hiPSC single-cell survival, ATPlite luminescence; 100% = ROCK inhibitor wells, 0% = DMSO; in the data active = survival enhancement above about 18%;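 also: cells exposed to compounds for 16 hours before the ATP read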
MC4R antag cAMP: human MC4R antagonism in cAMP assay; P32245; MC4R-expressing cells, MTII-stimulated cAMP, LANCE TR-FRET; inhibition, % at 6.5 µM; 0.48% of 360,000 active;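 active = inhibition above its plate's cutoff, the mean of tested wells on that plate plus 3 SD, cut at about 29% in these data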;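 also: 0% = Melanotan II alone and 100% = Melanotan II plus saturating MCL0020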
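material = U2OS cells stably expressing human melanocortin 4 receptor (MC4R) | also added = Melanotan II challenge | dosing = single nominal compound dose of 6.5 µM | detection = TR-FRET with Eu-cAMP and labeled anti-cAMP, 671 nm | replication = singlicate | timing = compound 30 min, challenge 1 h, detection 1 h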
aDG glyco up: increases alpha dystroglycan glycosylation. Pro5-aDG cells, alpha-DG glycosylation AlphaScreen (IIH6); 0% Pro5, 100% B10-LARGE cell signal. activation, % at 10 µM. 0.22% of 360,000 active;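 active = activation of at least 8% versus controls, or a plate z-score of at least 8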;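 also: Pro5 are CHO cells carrying HIG-tagged alpha-DG that lacks glycosylation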
ABCB6 inh MLPCN: blocks the human ABCB6 transporter; K562-ABCB6 porphyrin accumulation, flow cytometry, 1 h; stronger effect = lower value; Q9NP58; 0.19% of 360,000 active; fluorescence ratio to DMSO, % at 10 µM;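 active = fluorescence ratio to DMSO below 75%, the collection mean minus 3 SD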;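 also: signal is porphyrin accumulated inside mitochondria; 100% equals median channel fluorescence of DMSO control wells; lower ratio means ABCB6 inhibition with less porphyrin fluorescence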
Target sequence (Q9NP58 whole entry, looked up): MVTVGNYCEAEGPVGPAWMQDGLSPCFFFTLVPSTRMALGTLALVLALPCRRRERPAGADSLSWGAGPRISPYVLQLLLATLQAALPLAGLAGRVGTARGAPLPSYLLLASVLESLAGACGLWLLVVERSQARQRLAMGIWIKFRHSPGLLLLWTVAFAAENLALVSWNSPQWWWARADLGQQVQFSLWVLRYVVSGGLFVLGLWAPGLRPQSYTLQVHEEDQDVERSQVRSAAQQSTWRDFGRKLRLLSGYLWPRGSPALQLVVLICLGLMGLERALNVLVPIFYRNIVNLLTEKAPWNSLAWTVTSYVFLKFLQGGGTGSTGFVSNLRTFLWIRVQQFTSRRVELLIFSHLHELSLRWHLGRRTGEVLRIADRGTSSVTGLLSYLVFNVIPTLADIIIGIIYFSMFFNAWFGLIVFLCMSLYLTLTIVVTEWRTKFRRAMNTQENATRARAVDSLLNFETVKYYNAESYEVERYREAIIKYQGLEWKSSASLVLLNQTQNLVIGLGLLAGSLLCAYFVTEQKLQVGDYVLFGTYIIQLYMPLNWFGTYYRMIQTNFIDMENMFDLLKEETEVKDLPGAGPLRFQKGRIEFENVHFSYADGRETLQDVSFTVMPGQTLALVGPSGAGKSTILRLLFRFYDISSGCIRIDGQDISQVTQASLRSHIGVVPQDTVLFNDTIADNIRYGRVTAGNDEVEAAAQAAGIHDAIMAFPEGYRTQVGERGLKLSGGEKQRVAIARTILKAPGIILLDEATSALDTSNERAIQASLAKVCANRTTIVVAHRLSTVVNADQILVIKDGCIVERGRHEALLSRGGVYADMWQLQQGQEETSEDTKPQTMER
ABHD5-PLIN5 inh: blocks binding of human ABHD5 to perilipin-5 | Split G. princeps luciferase complementation, luminescence, 4 h | inhibition, % at 4 µM | Q00G26+Q8WTS1 | AID 602281 | 0.78% of 360,000 active;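 active = inhibition above the mean inhibition across every tested compound plus 3 SD, cut at about 22% in these data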;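 also: 0% = DMSO only wells and the 100% control is not disclosed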
Glyco luc inh: N-linked glycosylation inhibition | reporter increase, % at 12.5 µM | 0.23% of 360,000 active | AID 588692 | D54 ERlucT glycosylation luciferase reporter, 24 h; percent of 100 nM tunicamycin response;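 active = mean luciferase reporter signal, scaled so untreated is 0 and the glycosylation-blocking control 100, at or above a set limit in every replicate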;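 also: luciferase carries N-glycosylation sites so blocking glycosylation raises the light; 0% = median of neutral control wells and 100% = median of 100 nM tunicamycin wells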
m5-HT2A agonist: agonists of mouse serotonin 5-HT2A receptor (HTR2A); CHO-K1 mHTR2A beta-arrestin complementation, luminescence; percent of 30 µM serotonin response; activation, % at 7.6 µM; 0.66% of 360,000 active; AID 624169;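 active = activation above a run cutoff, the mean activation of all tested compounds plus 3 SD, cut at about 14% in these data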;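 also: 0% = plate median of compound wells and 100% = 30 µM serotonin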
MC4R barr agon: human MC4R agonism via beta-arrestin; P32245; U2OS MC4R beta-arrestin complementation, luminescence; percent of melanotan II response, DMSO zero; activation, % at 8.9 µM; 0.98% of 360,000 active; AID 540308;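 active = activation above a per-plate cutoff, the mean activation of sample wells on that plate plus 3 SD, cut at about 8% in these data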
Starred values were filed as active, the others as inactive. Rows were taken by chance (roughly 4.5% active in at least one column).

molecule	Cardio protect	Exocytosis inh	hiPSC survival	MC4R antag cAMP	aDG glyco up	ABCB6 inh MLPCN	ABHD5-PLIN5 inh	Glyco luc inh	m5-HT2A agonist	MC4R barr agon
Cc1ccc(-c2noc(CCC(=O)N3CCN(c4cccc(C(F)(F)F)c4)CC3)n2)cc1	-2	18	2.5	12	0.5	103	-15	-4	3	6.5
C=CCn1cnc2scc(-c3ccc(C)cc3)c2c1=O	19	-1	0.2	5	-0.1	92	-2	-4	-8	-2.1
Cc1ccc(CNC(=O)C2CCN(C(=O)c3cccc(Cl)c3)CC2)cc1	0	1	-0.3	18	-0.1	97	1	0	2	0.2
CCn1c2ccc(C)cc2c2nnc(SCCN3CCOCC3)nc21	6	-3	0.8	-10	-0.3	92	5	-2	5	0.0
O=C(CN1C(=O)CCOc2ccccc21)Nc1ccc(Cl)c(S(=O)(=O)N2CCOCC2)c1	-3	-5	0.0	6	0.0	94	-9	-1	0	-0.7
CCC(=O)OC1(C)C(=O)C=C2C=C(c3ccc(C#N)cc3)OC=C2C1=O (stereo unspecified)	5	-4	-0.8	9	0.0	101	6	1	1	-1.4
CC(C)(C)NC(=O)C(=O)NNC(=O)COc1ccccc1	5	-7	0.6	-7	0.0	100	-3	3	0	-1.6
O=C(NCCCN1CCOCC1)C(=O)N/N=C/c1ccccc1Cl	2	-2	0.8	8	0.0	100	-4	0	1	-0.2
CCOC(=O)N(C)c1c(CC)nc2c(OCc3ccc(F)c(F)c3)cccn12	-1	-8	0.6	-5	0.4	90	0	0	-10	-0.2
Cc1ccc(Cl)cc1NC(=O)Nc1c(C)n(C)n(-c2ccccc2)c1=O	1	-5	0.4	5	0.1	104	0	0	2	-1.2
NC(=O)NCc1ccc(Cl)cc1	0	-1	2.9	-4	-0.3	94	1	1	2	1.4
CC(=O)c1cnc2c(-c3ccccc3)c(C)nn2c1C	11	-1	-1.4	3	-0.1	89	-1	3	-1	-0.4
O=C1CC(N2CCCCCC2)C(=O)N1c1ccc(F)cc1 (stereo unspecified)	7	4	1.2	8	-0.1	96	5	2	-2	-2.6
Cc1ccc(Nc2nc(N)nc(CSc3nccn3C)n2)cc1	-1	6	-0.7	1	0.3	94	0	-9	3	-1.1
COCCOC(=O)C1=C(C)Nc2ncnn2C1c1ccccc1 (stereo unspecified)	0	-1	0.7	4	-0.2	87	-3	2	-1	0.6
Cc1ccc(OCC(=O)Nc2ccc(S(=O)(=O)N3CCCCC3)cc2)c([N+](=O)[O-])n1	-1	7	-0.7	-6	0.0	96	-1	-6	-5	-0.2
O=C(Cc1c[nH]c2ccccc12)NCc1ccccc1F	3	1	0.2	11	-0.1	103	-3	2	-1	-2.1
CC(C)c1nnc2n1N=C(c1ccc(Cl)cc1)CS2	16	3	-0.5	-9	0.1	94	1	2	-8	-2.0
Cc1ccc(C(=O)Nc2cccc(C(F)(F)F)c2)cc1Nc1ccccn1	-6	-2	0.7	4	0.0	90	0	-6	-11	0.9
O=C1C(c2ccccc2)SC(=Nc2ccccc2)N1S(=O)(=O)c1ccccc1 (stereo unspecified)	13	7	5.4	3	0.0	103	-12	1	-1	-0.6
CC(C)C[C@H](NC(=O)c1[nH]cnc1C(=O)N[C@@H](Cc1ccccc1)C(=O)OCc1ccccc1)C(=O)OC(C)(C)C	5	-7	2.9	19	0.1	92	5	-2	-3	-2.2
COc1ccc(C(=O)NC(C)Cc2c[nH]c3ccccc23)cc1 (stereo unspecified)	-5	3	4.3	15	0.2	95	-2	0	-1	-1.5
CCOc1ccc(C(=O)OCC(=O)NC(C)C)cc1	-2	5	-2.5	11	-0.3	102	-3	0	9	-1.1
CCCCc1cc(=O)oc2cc(OCC(=O)NCCN3CCOCC3)ccc12	0	-3	0.2	1	-0.3	93	2	-1	-4	-1.8
CCOc1ccc2oc(=O)cc(CN3CCN(C(=O)c4ccco4)CC3)c2c1	10	2	1.8	-2	-0.2	104	-2	1	-1	-0.3
Cc1ccc(C)c(S(=O)(=O)N2CCCC2CNC(=O)C(=O)NCc2ccccc2)c1 (stereo unspecified)	-4	-4	0.1	1	0.4	100	5	-1	-11	-1.0
C[C@H](CO)N1C[C@H](C)[C@@H](CN(C)CC2CC2)OCc2cnnn2CCCC1=O	11	6	0.3	14	0.3	101	0	1	10	-1.6
CNC[C@@H]1OCc2ccccc2-c2ccccc2C(=O)N([C@@H](C)CO)C[C@@H]1C	3	-3	-4.8	-6	-0.2	110	-1	0	6	-0.6
CC(C)NC(=O)c1sc2nc3c(c(-c4cccs4)c2c1N)CN(C)CC3	4	-2	3.6	-9	0.6	96	2	1	-4	-2.5
Cc1cc(C)n2nc(C(=O)N3CCCC(CNS(=O)(=O)c4cccs4)C3)cc2n1 (stereo unspecified)	12	-3	2.1	3	-0.1	95	0	-1	3	-3.0
Cc1c(-n2c(SCC(=O)N(C)C3CCS(=O)(=O)C3)nc3ccccc3c2=O)c(=O)n(-c2ccccc2)n1C (stereo unspecified)	1	0	-0.5	5	-0.2	98	0	0	4	-0.7
Cc1noc(C)c1C(=O)N1CCC1(C)C(=O)NS(=O)(=O)Cc1cccc(Cl)c1 (stereo unspecified)	6	-14	-2.1	-2	-0.1	104	0	0	8	0.5
CCn1cc([N+](=O)[O-])c(C(=O)NCc2ccc(Cl)cc2)n1	-2	-5	-0.7	0	0.4	103	0	1	0	0.2
CCN(C(=O)COC(=O)CNC(=O)c1ccc(Cl)cc1Cl)c1c(N)n(Cc2ccccc2)c(=O)[nH]c1=O	-2	-5	0.0	8	0.0	84	-10	1	8	-1.9
COc1ccc(OCC(=O)Nc2ccc(S(=O)(=O)Nc3nc(C)cc(C)n3)cc2)cc1	-6	-2	1.3	11	0.3	97	-3	-1	0	1.0
CCCn1nnnc1NCc1cccn1C	4	-2	-2.0	1	-0.2	101	-1	0	3	-3.6
CC(C)(Oc1ccc(Cl)cc1)C(=O)N/N=C/c1cn[nH]c1-c1ccccc1	8	7	-1.7	5	0.1	103	-5	-1	1	0.8
CN(C)c1ccc(C(=O)OCC(=O)c2cccs2)cc1	-8	-3	-2.1	0	-0.2	96	0	-6	3	-1.5
O=C1OCCN1C(=O)[C@H]1[C@H](c2ccc([N+](=O)[O-])cc2)C(c2cccc(Cl)c2)=NN1c1ccc(Br)cc1	51*	0	-1.1	12	-0.2	97	8	0	1	-2.5
Cc1ccc(S(=O)(=O)NCCC(=O)NNC(=O)C2COc3ccccc3O2)cc1 (stereo unspecified)	-3	0	-0.3	6	0.1	96	1	0	-8	-1.7
O=C(OCc1c(Cl)cccc1Cl)c1cnccn1	4	1	0.2	3	-0.3	95	3	0	1	-0.6
COC(=O)C1CSC(C(=O)OC)N1C(=O)Nc1c(C)cccc1C (stereo unspecified)	2	0	0.9	0	0.0	96	0	0	1	-0.9
Cc1cc(Cl)c2cc3ccccc3cc2n1	5	-4	-0.3	4	0.0	100	-12	-1	-2	2.8
O=S(=O)(c1ccc2ccccc2c1)N1CCCOC1	1	-3	-0.1	-2	0.3	98	2	0	-2	-0.9
Cc1ccc(N2C(=O)CN=C2Nc2nc(C)cc(C)n2)cc1	-5	-9	-0.8	0	0.1	100	-5	0	-8	-2.0
CSCCNC(=O)c1ccc2nc(Cc3ccccc3F)oc2c1	9	1	-0.2	8	-0.1	106	-1	-5	-5	-0.5
Cc1ccc2[nH]c(C(=O)NCCN3CCCC3)cc2c1	-4	0	0.8	3	-0.1	98	1	-4	0	-0.1
CCOc1ccccc1N1CCN(C(=O)CNC(=O)c2sc3ccccc3c2Cl)CC1	1	20	0.2	4	0.1	91	-7	0	3	2.0
Cc1cc2[nH]c(=O)c(=O)[nH]c2cc1S(=O)(=O)Nc1cccc(Cl)c1	6	5	-0.6	-2	0.2	96	10	-3	1	-1.4
COc1cc(O)c(C(CCN2CCCC2)c2cc(OC)c(OC)c(OC)c2)c(OC)c1 (stereo unspecified)	-2	0	-2.1	-4	-0.1	97	1	-1	1	1.5

Other compounds.
molecule	Cardio protect	Exocytosis inh	hiPSC survival	MC4R antag cAMP	aDG glyco up	ABCB6 inh MLPCN	ABHD5-PLIN5 inh	Glyco luc inh	m5-HT2A agonist	MC4R barr agon
Fc1cc(F)c(C2SCCN2C(=S)Nc2cccc(C(F)(F)F)c2)c(F)c1 (stereo unspecified)	-13	3	1.6	23	0.3	96	-11	-3	2	5.5
COc1ccc(-c2noc(CCCC(=O)NC3CCCCC3)n2)cc1	-11	14	-0.5	-4	0.2	96	-6	-2	7	-1.7
COc1ccc(NC(=O)c2ccc(CN3CCc4ccccc4C3)cc2)cc1OC	9	-8	-0.2	13	0.1	92	-9	-1	0	-0.2
CN(C)/C=N/C(=S)Nc1ccc(F)cc1	4	-4	-0.3	8	0.1	103	-2	2	-2	1.8
Cc1nn(Cc2ccccc2)c(Cl)c1C(=O)NCc1ccc(C)n1C	0	0	1.6	-4	0.0	82	-6	-1	-1	-1.6
COc1cccc(CNC(=O)CN2C(=O)c3ccccc3S2(=O)=O)c1	1	-3	-0.2	12	-0.2	100	2	4	1	1.5
O=C1C2CCCCN2C(=O)N1CCCCN1CCN(c2ccccc2Oc2ccccc2)CC1 (stereo unspecified)	2	11	-0.2	2	0.0	95	7	-4	-7	-0.8
CCO[C@H]1OC(C(=O)N2CCN(Cc3ccccc3)CC2)=C[C@@H](c2coc3ccccc3c2=O)[C@@H]1CCCO	5	0	-1.2	9	-0.3	94	3	-2	6	-1.6
Cc1ccc(NC(=S)NC(=O)c2ccc(-c3ccccc3)cc2)c(C)c1	-25	-3	0.5	5	-0.1	102	-5	-7	-4	-3.0
COc1cccc(-c2nc(CS(=O)(=O)CC(=O)N3CCN(c4ccccn4)CC3)c(C)o2)c1	4	0	-2.5	2	0.7	96	-1	1	2	-0.6
COc1cccc(CN(C)C(=O)COc2ccc(C(=O)c3ccc(Cl)cc3)cc2)c1OC	-9	20	-0.4	-2	0.0	95	4	-1	6	-0.1
CCCCn1c(SCC(=O)NC2CC2)nnc1-c1ccncc1	5	-10	0.0	18	-0.1	96	3	2	1	-1.0
Cc1nnc(SCC(=O)NC2CCS(=O)(=O)C2)n1Cc1ccccc1 (stereo unspecified)	4	10	0.6	9	-0.7	97	1	0	2	-2.2
CCOC(=O)NC(NC(=O)OCC)C(=O)c1ccccc1	-3	2	4.2	4	-0.2	102	4	1	13	-2.1
COc1cc(/C=N/NC(=O)c2cc(O)cc(O)c2)ccc1OC(=O)c1ccccc1	56*	6	0.7	-1	0.1	108	-6	0	-5	0.6
CC(=O)c1cccc([N+](=O)[O-])c1	1	-4	-1.5	10	-0.1	102	5	0	5	0.2

High-throughput results deposited in PubChem by several laboratories.
